High-throughput results (PubChem BioAssay)
KB-V1 cytotox: qHTS assay for MDR1-selective chemotherapeutics: Primary screen using the drug-selected MDR subline cells KB-V1 | KB-V1 MDR cells viability, CellTiter-Glo, 72 h | Potency, µM (doses to about 46.1 µM), without a hit: at the top dose activity change, negative = cytotoxicity, most hits filed as cytotoxic | actives 3.4% (n = 400,000); further: potency means the concentration at half of the fitted maximal effect; on the % scale 0 is the no-effect control and ±100 the full control effect; nearly all actives have a fitted effect of over 60% in size
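qHTS viability screen in drug-selected KB-V1 MDR cells: 72 h compound treatment at 37 degrees C, ATP luminescence end point.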
GLP-1R inv ag: qHTS of GLP-1 Receptor Inverse Agonists (Inhibition Mode); HEK293 GLP-1R CRE-luciferase, luminescence, 24 h; GLP-1R form is constitutively active; actives 1.6% (n = 410,000); Glucagon-like peptide 1 receptor (Homo sapiens), P43220; Potency, µM (highest dose often 38.3 µM), inactives show at the highest dose activity change, negative = inhibition, most hits filed as inhibitors; further: potency means the concentration at half of the fitted maximal effect; on the % scale 0 is the no-effect control and ±100 the full control effect; nearly all actives have a fitted effect of over 55% in size
Target sequence (P43220 whole entry, looked up): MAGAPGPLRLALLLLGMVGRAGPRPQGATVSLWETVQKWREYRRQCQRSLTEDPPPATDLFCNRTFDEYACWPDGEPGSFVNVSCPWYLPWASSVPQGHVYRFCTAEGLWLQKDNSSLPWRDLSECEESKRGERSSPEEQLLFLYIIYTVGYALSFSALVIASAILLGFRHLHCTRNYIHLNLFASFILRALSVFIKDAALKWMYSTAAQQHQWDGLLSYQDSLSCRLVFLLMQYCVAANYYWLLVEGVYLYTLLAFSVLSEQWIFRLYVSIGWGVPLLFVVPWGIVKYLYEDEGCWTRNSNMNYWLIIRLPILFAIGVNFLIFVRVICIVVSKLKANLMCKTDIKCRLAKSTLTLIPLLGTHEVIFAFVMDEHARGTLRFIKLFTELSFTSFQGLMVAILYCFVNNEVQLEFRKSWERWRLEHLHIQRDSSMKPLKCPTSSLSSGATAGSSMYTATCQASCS
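Inverse agonists were sought by their lowering of basal cAMP reporter luciferase output in HEK293 cells stably carrying constitutively active human GLP-1R, after 24 h compound treatment.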
GLP1R ag: qHTS of GLP-1 Receptor Agonists; HEK293 GLP-1R CRE-luciferase, luminescence, 4-6 h; cells express a hypersensitive GLP-1R form; Potency, µM (doses to about 45.6 µM), for inactives: at the highest dose activation, usual class: activators; actives 0.007% (n = 380,000); further: potency means the concentration at half of the fitted maximal effect; % of control where 0% means no effect
PTHR1 ag: qHTS for PTHR1 Agonists: Primary Screen; Parathyroid hormone/parathyroid hormone-related peptide receptor (Homo sapiens), Q03431; HEK293 GP2 PTHR1 cells, GloSensor cAMP luminescence, 1 h; Potency, µM (titrated, usually from 115 µM), for the others: top-dose activation, most hits filed as activators; actives 0.075% (n = 410,000); further: potency means the concentration at half of the fitted maximal effect; nearly all actives have a fitted effect of over 55% in size; some results filed as inactive show a strong effect at the top dose; inactives centre near -15; many of its hits are not listed in these tables
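HEK-293-derived GP2 cells expressing PTHR1 and a GloSensor cAMP reporter, 3,000/well, plated overnight, given luciferin plus IBMX (each 0.5 mM as added) for 1 h at 37 °C, then compound for 1 h at 37 °C. Luminescence was read after 15 min at room temperature.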
TDP-43 yeast inh: qHTS of TDP-43 Inhibitors | actives 1.8% (n = 410,000) | TDP-43 expressing yeast growth rescue, BacTiter-Glo, 24 h | AID 652104, 2013 | Potency, µM (series often up to 46.1 µM), for inactives: top-dose growth rescue (activation), usual class: activators; further: potency means the concentration at half of the fitted maximal effect; % of control where 0% means no effect; nearly all actives have a fitted effect of over 50% in size
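Cell-based yeast growth screen: TDP-43 expression induced in galactose, inoculum OD600=0.02 after raffinose pregrowth to mid-log. Read-out BacTiter-Glo luminescence at 24 hr, 30 deg C; inhibition of toxicity seen as signal increase.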
D3 ag: qHTS of D3 Dopamine Receptor Agonist: qHTS | D(3) dopamine receptor (Homo sapiens), P35462 | D3R DiscoveRx beta-arrestin cells, luminescence, 90 min | max activation, % | actives 0.58% (n = 410,000) | AID 652048, 2013; in the data active means max activation above about 30%; further: 0% is about no effect; mostly tested at two doses, the higher about 12 µM
Target sequence (P35462 whole entry, looked up): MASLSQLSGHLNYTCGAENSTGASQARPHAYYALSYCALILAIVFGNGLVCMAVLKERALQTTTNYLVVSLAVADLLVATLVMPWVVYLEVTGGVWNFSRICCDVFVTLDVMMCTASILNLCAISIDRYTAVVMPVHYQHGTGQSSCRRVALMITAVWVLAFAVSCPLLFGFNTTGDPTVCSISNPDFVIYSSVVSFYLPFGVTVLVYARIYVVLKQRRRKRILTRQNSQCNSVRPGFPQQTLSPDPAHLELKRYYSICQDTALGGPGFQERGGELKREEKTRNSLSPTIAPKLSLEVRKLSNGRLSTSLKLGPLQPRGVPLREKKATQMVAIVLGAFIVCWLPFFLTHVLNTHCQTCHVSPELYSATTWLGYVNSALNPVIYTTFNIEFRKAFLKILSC
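Cells at 1500/well, incubated overnight, then treated with pinned compounds (dopamine as control) for 90 min at 37 degrees C. DiscoveRx reagent added for 30 - 60 minutes at room temperature; luminescence read.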
HEK293 tox: qHTS of GLP-1 Receptor Inverse Agonists: Cytotox Screen. HEK293 cAMP-luciferase reporter cells, luminescence, 24 h. Potency, µM (highest dose often 38.3 µM), without a hit: at the highest dose activity change, negative = inhibition, actives largely listed as inhibitors. actives 0.13% (n = 410,000);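 further: loss of luciferase light is scored as toxicity; potency means the concentration at half of the fitted maximal effect; on the % scale 0 is the no-effect control and ±100 the full control effect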
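A 23 nL compound transfer followed 12 hours of cell culture at 37 deg C; exposure then lasted 24 hr. Luciferase assay detection reagent was dispensed and plates read for luminescence after a 12 min room-temperature wait.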
DRD3 antagonist: qHTS of D3 Dopamine Receptor Antagonist: qHTS | actives 2.5% (n = 360,000) | D3R cells, DiscoveRx beta-arrestin luminescence, antagonist mode; hits give low values | D(3) dopamine receptor (Homo sapiens), P35462 | max response, negative = inhibition, % | AID 652054, 2013; in the data active means max response below about -50%; inconclusive means no clear call, values can overlap the other calls; further: on the % scale 0 is the no-effect control and ±100 the full control effect; mostly tested at two doses, the higher about 12 µM
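Cells expressing the human receptor were seeded at 1500 cells/well, incubated overnight at 37 degrees C in 5% CO2, then exposed to library compounds with dopamine controls for 90 minutes at 37 degrees C before luminescent detection.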
aSyn rescue: qHTS of alpha-syn Inhibitors | Yeast expressing alpha-synuclein, growth rescue, BacTiter-Glo, 24 h | Potency, µM (doses to about 46.1 µM), for inactives: at the top dose growth rescue (activation), usual class: activators | actives 0.14% (n = 370,000); further: potency means the concentration at half of the fitted maximal effect; % of control where 0% means no effect; nearly all actives have a fitted effect of over 65% in size
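Galactose-induced alpha-syn yeast (OD600=0.02, raffinose-pregrown) + pinned cpd, 24 hr, 30 deg C; growth by BacTiter-Glo luminescence. Growth restoration scores as activation.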
* hit, by the source's call; i = inactive; ? = inconclusive; . = not tested or not shown; & = joins results of further samples; [ ] = another dose, or the depositor's remark. Unless noted, the call rests on the fitted dose curve; in most records, active means well fitted curve in the direction sought with a large enough effect; inconclusive means small, poorly fitted or top-dose-only effect, or another doubt; inactive means no such curve, though single readings can be large; an effect the other way counts as inactive or inconclusive. An excerpt; count on the stated rates, not on these rows.

The line under a structure holds: KB-V1 cytotox	GLP-1R inv ag	GLP1R ag	PTHR1 ag	TDP-43 yeast inh	D3 ag	HEK293 tox	DRD3 antagonist	aSyn rescue
CCN1CCN(C(=O)C2(NC(=O)Nc3ccccc3Cl)CCCCC2)CC1
→ 24.1%	10.5%	-2.5%	i	3.7%	-6.8	0.3%	-17.3	2.2%
COC(=O)C12CCC(C)(c3nc4ccccc4nc31)C2(C)C (stereo not given)
→ 4.8%	?	4.3%	-13.0%	?	4.2	7.9%	-12.8	20.1%
CCCSc1nc(N)c(C#N)c(-c2ccc(C)cc2)c1C#N
→ -8.1%	?	-29.7%	i	0.5%	-9.2	-19.8%	0.0	-18.9%
CCc1cccc(NC(=O)CN(C)S(=O)(=O)c2cnc[nH]2)c1
→ ?	-12.9%	5.4%	i	-17.8%	4.0	13.8%	-52.3*	2.0%
Cc1cc(NC(=O)CSc2nnnn2-c2ccc(C(C)C)cc2)no1
→ 2.7%	-2.8%	15.7%	i	-5.2%	1.8	-18.1%	4.3	-0.7%
O=C(NCc1ccc(Cl)cc1)C(=O)N/N=C/c1ccc(Br)cc1
→ -8.3%	4.0%	-3.5%	i	-14.4%	-12.4	3.3%	5.3	0.8%
Cc1cccc(C(=O)N2CC(=O)Nc3ccc(F)cc3C2c2ccc(F)cc2)c1 (stereo not given)
→ 4.2%	?	13.0%	i	2.5%	1.1	-8.4%	-1.5	4.0%
CCOC(=O)c1c(NC(=O)CSc2ncccn2)sc2c1CC(C)(C)NC2(C)C
→ 25.6%	?	2.9%	i	-12.0%	3.3	-13.6%	4.2	0.2%
Cc1cccc(NS(=O)(=O)c2cc3c(cc2C)N(C)CCO3)c1
→ 3.7%	1.2%	-0.9%	-4.5%	6.4%	2.3	-12.3%	19.6	1.5%
O=C(Nc1cccc(-c2cccc(Cl)c2)c1)C1CCN(Cc2ccc(CO)o2)CC1
→ -26.9%	3.55µM*	6.0%	-16.7%	-2.2%	-20.5	?	-0.3	-0.1%
CCN(C(=O)COC(=O)c1cc([N+](=O)[O-])ccc1N1CCCCC1)C1CCS(=O)(=O)C1 (stereo not given)
→ -22.1%	1.4%	11.6%	-6.4%	-5.3%	1.4	-13.9%	-13.8	-2.3%
O=C(CCNS(=O)(=O)c1ccccc1)NCC1CCCCC1
→ 0.0%	-38.0%	6.1%	?	-33.6%[inhibitor]	-12.4	-0.4%	0.0	10.2%
O=S(=O)(NCc1cc(-c2ccc(Cl)cc2)no1)c1ccccc1
→ -15.5%	-9.5%	-7.7%	-32.3%[inhibitor]	-0.7%	-3.4	-3.3%	12.3	-1.6%
O=C(NC(=S)NCCOCc1ccc(Cl)cc1)c1cccnc1
→ ?	-24.0%	-3.1%	-29.9%	?	4.0	-13.6%	12.9	-10.4%
COc1cccc(OC)c1C(=O)Nc1ccc(C(=O)c2ccncc2)cc1
→ 4.3%	4.5%	?	i	-5.5%	16.1	-7.6%	3.6	-0.4%
NC(=O)c1ccccc1NS(=O)(=O)c1ccc2c(c1)OCCO2
→ -2.5%	29.4%	8.4%	-27.1%	3.0%	0.0	7.1%	-27.9	.
CCOc1ccc2nc(NC(=O)CSc3nc(SC)ns3)sc2c1
→ 23.1µM*	-25.3%	-11.5%	i	-4.9%	5.2	-23.4%	-8.0	3.0%
O=C(c1ccc(Br)o1)N1CCN(c2ncccn2)CC1
→ 4.3%	4.1%	4.6%	-2.9%[57.5 µM]	13.8%	-1.7	-2.2%	14.9	-0.6%
Cc1c(NS(=O)(=O)c2ccc(F)cc2)c(=O)n(-c2ccccc2)n1C
→ 4.0%	20.3%	-1.0%	i	5.9%	4.5	13.1%	4.3	-2.3%
COCCNC(=O)CSc1nc2nc(C)cc(C)n2n1
→ 29.7%	1.3%	-14.4%	i	-8.7%	12.8	6.3%	10.5	3.7%
CCOC(=O)C1=C(C)N(CCCCCC(=O)O)C(=O)NC1c1ccccc1OC(=O)c1cccs1 (stereo not given)
→ 0.0%	12.4%	-0.2%	-13.1%	11.0%	0.9	11.8%	-11.4	-10.7%
C/C(CC(=O)N1CCN(C=O)CC1)=N\NC(=O)c1ccc(Br)cc1
→ 0.0%	-22.6%	2.3%	-6.5%	-26.3%[0.397 µM]	-15.8	2.6%	-3.3	-0.6%
O=S1(=O)c2ccc(Br)cc2N2CC[C@H](C2)N1Cc1ccc(Cl)cc1
→ ?	?	0.1%	-14.3%	1.9%	-21.8	-21.7%	-27.0	5.4%
Cc1cccc(NC(=S)NCc2ccccc2)c1C
→ -28.6%	?	0.9%	i	15.9%	4.6	?	-12.4	-11.9%
O=C(CSc1nnc(-c2cccc(Cl)c2)o1)N1CCc2ccccc21
→ ?	4.2%	.	i	22.4%	2.6	1.8%	.	.
O=C(Nc1cccc(Cl)c1)Nc1nnc([C@H]2C[C@H](O)[C@@H](CO)O2)s1
→ 3.0%	21.3%	-2.8%	i	13.2%	6.1	3.1%	2.9	-13.3%
CCc1ccc2nc(NC(=O)C3CSC4(C)CCC(=O)N34)sc2c1 (stereo not given)
→ -1.8%	5.62µM*	11.9%	i	19.1%	1.3	-17.0%	11.6	6.7%
COc1ccc(S(=O)(=O)N(C)C[C@H]2Oc3ccc(NS(=O)(=O)c4ccccc4)cc3C(=O)N([C@H](C)CO)C[C@@H]2C)cc1
→ -1.2%	18.5%	9.0%	-29.7%	4.2%	-12.3	0.5%	-12.8	-0.3%
Cc1nc(N2CCOCC2)c(C#N)c(C)c1Br
→ ?	-3.0%	7.8%	i	9.0%	0.4	-3.0%	24.9	2.9%
CN(Cc1ccccc1)Cc1cc(=O)oc2ccccc12
→ 9.2µM*	-16.8%	34.0%	-10.0%	7.0%	-6.2	1.8%	0.0	-5.4%
CC(=O)Nc1ccc(C(=O)Nc2ccc(S(=O)(=O)NCC3CCCO3)cc2)cc1 (stereo not given)
→ -0.8%	10.5%	4.0%	-39.9%[inhibitor][57.5 µM]	-5.9%	-6.4	-2.3%	-14.8	2.3%
N/C(=N\OC(=O)c1ccc(F)cc1)c1ccc(Br)cc1
→ 22.4%	44.2%[activator]	9.0%	-2.1%	3.16µM*	6.0	3.2%	-12.4	-12.4%
COC(=O)CCCC(=O)NC1CC(C)(C)Cc2c1cnn2-c1ccc(C)cc1 (stereo not given)
→ 13.8%	-3.9%	-4.0%	-2.4%	0.4%	-1.5	-3.4%	2.0	1.1%
COc1ccc(N2CC(C(=O)N[C@@H](CC(C)C)C(=O)NC3CCCCC3)CC2=O)cc1 (stereo not given in full)
→ -17.9%	-3.1%	-4.7%	-11.6%	1.0%	19.3	-15.1%	1.1	-0.1%
O=C(CSc1nnc(CNC(=O)c2cccs2)o1)NCC1CCCO1 (stereo not given)
→ 2.9%	13.7%	0.4%	-18.2%	15.0%	0.0	1.9%	1.0	0.4%
COC(=O)c1ccc(NC(=O)CNCc2ccncc2)cc1
→ 17.1%	3.7%	4.1%	i	-15.7%	-4.6	5.8%	-22.0	4.3%
O=C(Cn1c(=O)n(CC2CCC(C(=O)NCCc3ccccc3)CC2)c(=O)c2ccccc21)Nc1ccccc1 (stereo not given)
→ -9.6%	-13.8%	-2.8%	?	8.1%	-5.6	7.5%	.	.
Cc1cccc(NC(=O)CN(c2ccc(C(C)C)cc2)S(=O)(=O)c2c(C)nn(C)c2C)n1
→ -8.7%	?	17.1%	i	20.8%	9.8	-4.9%	1.3	0.6%
COc1ccc(C)c(NC(=O)NCCc2cnc[nH]2)c1
→ ?	-6.1%	-6.9%	i	-13.0%	-20.9	-0.3%	?	-7.6%
CC(=O)Oc1cccc2c1C(=O)c1c(OC(C)=O)cc(C(=O)O)cc1C2=O
→ ?	-0.7%	13.1%&-0.7%	i	26.1%	0.0&-8.1	-17.3%	-121.9*	1.5%

Retrieved by structure from above:
The line under a structure holds: KB-V1 cytotox	GLP-1R inv ag	GLP1R ag	PTHR1 ag	TDP-43 yeast inh	D3 ag	HEK293 tox	DRD3 antagonist	aSyn rescue
COc1cccc(OC)c1C(=O)Nc1ccc(C(=O)c2ccncc2)cc1
→ 4.3%	4.5%	?	i	-5.5%	16.1	-7.6%	3.6	-0.4%
O=C(NC(=S)NCCOCc1ccc(Cl)cc1)c1cccnc1
→ ?	-24.0%	-3.1%	-29.9%	?	4.0	-13.6%	12.9	-10.4%
CCN(C(=O)COC(=O)c1cc([N+](=O)[O-])ccc1N1CCCCC1)C1CCS(=O)(=O)C1 (stereo not given)
→ -22.1%	1.4%	11.6%	-6.4%	-5.3%	1.4	-13.9%	-13.8	-2.3%

The list continues:
The line under a structure holds: KB-V1 cytotox	GLP-1R inv ag	GLP1R ag	PTHR1 ag	TDP-43 yeast inh	D3 ag	HEK293 tox	DRD3 antagonist	aSyn rescue
COc1cccc(CN(C)C(c2ccccc2)c2ccccc2)c1OC
→ 0.0%	?	1.8%	-14.8%	-17.4%	-17.6	27.0%	-50.5*	-1.7%
CC(=O)N1CCc2cc(Br)cc(S(=O)(=O)N3CCN(c4cc(C)ccc4C)CC3)c21
→ 0.0%	8.0%	.	i	11.7%	6.5	0.0%	.	.
CCOC(=O)C1=C[C@@H](C)N(S(=O)(=O)c2ccc(C)cc2)[C@H]1c1ccccc1
→ 8.0%	-13.7%	-1.2%	-39.8%[inhibitor]	12.0%	3.7	-0.8%	2.2	3.6%
CCOC(=O)C1=NNC(C(=O)c2ccccc2)C1c1ccc(C)cc1 (stereo not given)
→ -24.9%	?	14.9%	-14.4%	18.8%	2.2	-8.0%	-2.8	2.4%
CCCNC(=O)C1(C)CCN(Cc2ccc(-c3ccccc3)o2)C1 (stereo not given)
→ -10.4%	8.1%	-2.1%	-14.3%	17.0%	-22.7	2.0%	-79.5*	?
